# High-throughput results deposited in PubChem by several laboratories.
# Plk1 PBD FP – Plk1 polo box domain binding inhibitors, primary screen, biochemical, fluorescence polarization; Serine/threonine-protein kinase PLK1 (Homo sapiens), P53350; Plk1 PBD phosphopeptide binding; inhibition, %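 (tested at about 20 µM)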; 97,000 compounds, 0.13% hits; in the data active = inhibition above about 34%, passing the limit was not always enough
# ERa SRC1 pot – enhancers of ERα–SRC-1 coactivator binding, primary screen, biochemical, TR-FRET, ERα LBD, low estradiol; TR-FRET ERalpha-LBD/SRC-Cy5 coactivator binding, 2 h; 100 = basal binding, no effect; coactivator binding (% of control), % at 25.6 µM; 86,000 compounds, 1.3% hits; AID 639, 2007; in the data active = activity above about 200%;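 note: binding measured in presence of low estradiol as agonist stimulus; 0% = peptide alone without receptor and 100% = receptor with peptide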
# Rev-RRE block – HIV-1 Rev-RRE binding inhibitors, primary screen, biochemical, FRET, protein-RNA interaction; P05866; Rev peptide-RRE RNA binding; inhibition, % at 8 µM; 97,000 compounds, 0.79% hits;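 active = inhibition above the screen-wide mean plus 3 SD, cut at about 35% in these data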;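 note: 0% = median DMSO wells and 100% = median Neomycin B control wells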
#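 Test system: Cy5-tagged RRE RNA duplex with fluorescein-tagged Rev peptide | Read-out: % inhibition of FRET ratio versus controls | Probe or stimulus: Labelled Rev peptide | Incubation: 5 min RNA-compound premix plus 15 min binding step, 25 °C | Technique: FRET fluorescence readout | Benchmarks: DMSO low control, neomycin B high control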
# ERb SRC1 inh – inhibitors of ERβ-SRC1 coactivator interaction, primary screen, biochemical, TR-FRET, ERβ LBD, SRC-1 peptide. Estrogen receptor beta (Homo sapiens), Q92731. TR-FRET ER-beta LBD / SRC1-Cy5 peptide binding; receptor agonist-loaded with 1 µM estradiol. inhibition, % at 25.6 µM. 86,000 compounds, 1.3% hits. AID 633, 2007;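 active = compounds whose percent inhibition of the receptor-coactivator binding signal exceeds about 50% in the single-dose screen, limit read from the data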;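 note: 0% = receptor plus peptide wells without compound and 100% = peptide-only wells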
# Mac1 fbg inh – inhibitors of CD11b/CD18 adhesion to fibrinogen, primary screen, K562 cells, luminescence; Integrin beta-2 (Homo sapiens) + Integrin alpha-M (Homo sapiens), P05107+P11215; inhibition, % at 10 µM; ATPlite luminescence; Mn2+ added to activate the integrin; 93,000 compounds, 0.54% hits;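 active = primary inhibition of 50% or more at 10 µM, then 40% or more on retest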; note: some results filed as inactive read as strong as hits
# PLK1 inh – human PLK1 kinase inhibitors, primary screen, biochemical, TR-FRET; Serine/threonine-protein kinase PLK1 (Homo sapiens), P53350; recombinant PLK1 kinase, TR-FRET peptide phosphorylation; inhibition, % at 10 µM; 97,000 compounds, 0.53% hits; AID 619, 2007;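 active = inhibition of 50% or more in the single-concentration screen; inactive = inhibition below 50%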;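 note: 0% = DMSO max control and 100% = H-89 dihydrochloride min control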
# CD11b adhes enh – enhancers of CD11b/CD18 adhesion to fibrinogen, primary screen, K562 cells, luminescence; ATPlite luminescence; Integrin beta-2 (Homo sapiens) + Integrin alpha-M (Homo sapiens), P05107+P11215; 93,000 compounds, 0.07% hits; AID 1499, 2009; activation, % at 10 µM;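 active = 10 µM primary screen giving 50% or more activity, confirmed by 40% or more on retest at that dose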; note: strong numbers were not always called active
# FAK inh – FAK kinase inhibitors, primary screen, biochemical. biochemical FAK kinase activity assay. inhibition, %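 (tested at 7 µM)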. 97,000 compounds, 0.84% hits. AID 727, 2007; in the data active = inhibition above about 19%;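 note: 0% = DMSO and 100% = reference compound high control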
# Target sequence (Q05397 whole entry, looked up): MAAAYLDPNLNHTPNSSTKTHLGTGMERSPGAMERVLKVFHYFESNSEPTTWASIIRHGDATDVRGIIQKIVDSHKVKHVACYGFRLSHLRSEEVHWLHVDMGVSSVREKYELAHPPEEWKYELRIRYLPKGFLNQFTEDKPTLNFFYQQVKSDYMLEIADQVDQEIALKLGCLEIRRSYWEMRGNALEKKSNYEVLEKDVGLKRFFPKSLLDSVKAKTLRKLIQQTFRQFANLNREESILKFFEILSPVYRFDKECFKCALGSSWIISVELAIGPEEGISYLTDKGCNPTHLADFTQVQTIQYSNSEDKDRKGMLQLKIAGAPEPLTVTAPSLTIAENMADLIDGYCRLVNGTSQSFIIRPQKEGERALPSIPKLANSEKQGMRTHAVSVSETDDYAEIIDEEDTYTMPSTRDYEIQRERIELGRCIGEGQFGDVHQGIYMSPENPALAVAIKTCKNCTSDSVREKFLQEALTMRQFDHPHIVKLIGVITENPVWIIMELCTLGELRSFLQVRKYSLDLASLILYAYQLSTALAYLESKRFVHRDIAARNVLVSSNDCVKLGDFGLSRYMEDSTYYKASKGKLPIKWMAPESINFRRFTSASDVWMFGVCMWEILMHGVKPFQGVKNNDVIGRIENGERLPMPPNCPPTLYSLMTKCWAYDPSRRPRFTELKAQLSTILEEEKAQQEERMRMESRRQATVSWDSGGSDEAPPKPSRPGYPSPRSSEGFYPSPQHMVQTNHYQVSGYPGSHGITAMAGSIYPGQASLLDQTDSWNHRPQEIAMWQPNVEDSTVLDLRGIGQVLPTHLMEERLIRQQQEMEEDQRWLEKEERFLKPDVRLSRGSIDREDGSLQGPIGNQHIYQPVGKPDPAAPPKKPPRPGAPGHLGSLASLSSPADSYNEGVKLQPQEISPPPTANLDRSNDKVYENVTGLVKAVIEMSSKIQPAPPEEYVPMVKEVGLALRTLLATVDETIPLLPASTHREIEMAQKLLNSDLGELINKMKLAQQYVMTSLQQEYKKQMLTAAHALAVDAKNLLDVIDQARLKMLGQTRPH
# ERa coact inh – ERα–SRC-1 coactivator interaction inhibitors, primary screen, biochemical, TR-FRET, ERα LBD, estradiol-bound | TR-FRET ER-alpha LBD / SRC-1 peptide | inhibition, % at 25.6 µM | 86,000 compounds, 1.7% hits | AID 629, 2007; in the data active = inhibition above about 50%;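 note: 0% = receptor plus peptide control and 100% = peptide only without receptor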
# An asterisk follows results filed as active; · = not tested or not shown; [ ] = dose if it differs, or a comment.
1: O=C(CC(=O)N/N=C/c1ccc(Cl)cc1Cl)NCc1ccccc1
2: N#CC1(Cc2ccccc2)c2ccccc2C=CN1C(=O)c1ccccc1 (stereo not drawn)
3: Cc1csc(C(C#N)C(=O)c2cc3ccccc3o2)n1 (stereo not drawn)
4: Cc1csc(NC(=O)CNC(=O)OCc2ccccc2)n1
5: [2H]c1c([2H])c([2H])c(-c2nc(N3CCCCCC3)sc2C(=O)c2ccccc2)c([2H])c1[2H]
6: CCCCNC(=S)NNC(=O)c1csc(C(C)C)c1
7: CCOC(=O)CCCOC(=O)c1ccc(S(=O)(=O)N(C)C)cc1
8: O=C(NCc1cccs1)C1CCN(S(=O)(=O)c2ccc3c(c2)OCCO3)CC1

compound no.,1,2,3,4,5,6,7,8
Plk1 PBD FP,-22,-6,-5,-17,-25,6,-5,6
ERa SRC1 pot,·,·,95[fluorescence artefact?],101,·,113,106,105
Rev-RRE block,3,13,10,0,10,4,1,5
ERb SRC1 inh,·,·,-14,-16,·,-6,9,1[fluorescence artefact?]
Mac1 fbg inh,·,-4,·,-11,-2,·,·,-3
PLK1 inh,-10,-18,-11,-10,-5,-9,-6,-5
CD11b adhes enh,·,-4,·,-4,1,·,·,-4
FAK inh,-4,1,-1,-4,-9,-2,-2,1
ERa coact inh,·,·,-27,-11,·,-10,9,-4

9: CCCCc1n[nH]c2c1/C(=N/O)CC(C)(C)C2
10: CCCOC(=O)Cc1n[nH]c(=O)[nH]c1=O
11: O=C(NCCCc1ccccc1)c1cccs1
12: CC(=O)c1ccc(OCC(O)CN2CCN(Cc3ccc4c(c3)OCO4)CC2)cc1 (stereo not drawn)
13: CC(=O)Nc1cccc(OCC(=O)Nc2ccc(F)cc2)c1
14: CCSc1nnc2c(n1)OC1(CCCC1)Nc1ccccc1-2
15: COc1cc(OC)cc(C(=O)NCc2n[nH]c(=S)n2-c2ccccc2OC)c1
16: CCN1CCN(C(=O)c2ccc(NS(=O)(=O)c3ccccc3)cc2)CC1

compound no.,9,10,11,12,13,14,15,16
Plk1 PBD FP,10,-7,30,17,0,-12,18,-13
ERa SRC1 pot,98,·,·,107,124,120,92,109
Rev-RRE block,7,5,2,3,7,7,19,12
ERb SRC1 inh,-10,·,·,-11,-7[fluorescence artefact?],-1,-7[fluorescence artefact?],4[fluorescence artefact?]
Mac1 fbg inh,·,-17,·,2,-18,-11,·,-10
PLK1 inh,-6,-10,-18,-7,-18,0,-16,-7
CD11b adhes enh,·,-1,·,-2,4,-5,·,1
FAK inh,-1,5,-1,3,-1,3,1,1
ERa coact inh,-1,·,·,-3,-4,-9,-9[fluorescence artefact?],-3

17: CC(C)(C)NS(=O)(=O)c1ccc(OCC(=O)NCCC2=CCCCC2)cc1
18: Cc1ccc2cc(CCNC(=O)c3ccco3)c(=O)[nH]c2c1C
19: Clc1ccccc1CSc1nc2ccncc2[nH]1
20: COc1ccc(CC(=O)NC(C)(C)C)cc1S(=O)(=O)N1CCOCC1
21: CCCn1nnnc1SCC(=O)NCc1cccs1
22: COc1ccccc1NC(=O)c1c(C)cc(=O)oc1C
23: Cc1cc(C)c(-c2cc(C(=O)Nc3c(C)n(C)n(-c4ccccc4)c3=O)[nH]n2)c(O)c1
24: COc1cccc(NC(=O)CSc2nnc(-c3cc(C)n(-c4ccccc4)c3C)o2)c1

compound no.,17,18,19,20,21,22,23,24
Plk1 PBD FP,-12,·,8,15,11,8,-2,12
ERa SRC1 pot,109,107,84,·,120,136,106,132
Rev-RRE block,8,·,8,-2,-2,6,-1,-4
ERb SRC1 inh,-8,-10,-4,·,-21,-5[fluorescence artefact?],-2,-2
Mac1 fbg inh,-6,15,41,-5,-3,0,-12,·
PLK1 inh,-2,·,-3,-3,0,-8,-11,-9
CD11b adhes enh,-4,-6,-4,-6,-4,2,3,·
FAK inh,0,·,10,-3,-8,-1,0,2
ERa coact inh,-4,-3,0,·,-29,2[fluorescence artefact?],2,-1

25: Cc1ccc(S(=O)(=O)/N=C(\N)Nc2nc(C)c3cc(C)ccc3n2)cc1
26: CC[n+]1ccc(C)c2cc(S(=O)C(F)(F)F)ccc21 (stereo not drawn)
27: O=c1c2[nH]c3cccc(Cl)c3c2ncn1Cc1ccncc1
28: Cc1nnc2n1N=CC=C(C(C)(C)C)S2
29: Cc1cccc(NC(=O)CCSc2nc(C)cc(C)n2)c1
30: O=C(Nc1ccc(Cl)cc1)NC1CCCCC1Cc1ccco1 (stereo not drawn)
31: CCCn1c(=NC(=O)c2ccc3c(c2)OCO3)c(C#N)cc2c(=O)n3cccc(C)c3nc21
32: Cc1cc(=O)oc2c1c(C)nn2-c1nn[nH]n1

compound no.,25,26,27,28,29,30,31,32
Plk1 PBD FP,-7,-14,8,9,1,-11,·,-6
ERa SRC1 pot,·,111,110,111,·,98,133,95
Rev-RRE block,14,11,-3,7,2,8,·,11
ERb SRC1 inh,·,29,9[fluorescence artefact?],-6[fluorescence artefact?],·,-4,4,20
Mac1 fbg inh,3,12,-1,-8,3,·,3,4
PLK1 inh,-2,-6,-10,-19,-17,-7,·,-14
CD11b adhes enh,1,0,-8,0,-5,·,-3,9
FAK inh,2,3,-4,3,1,8,·,1
ERa coact inh,·,-1,10,-8,·,2,4,8

# Nine structures already listed, ordered by SMILES length, low to high:
19: Clc1ccccc1CSc1nc2ccncc2[nH]1
6: CCCCNC(=S)NNC(=O)c1csc(C(C)C)c1
4: Cc1csc(NC(=O)CNC(=O)OCc2ccccc2)n1
29: Cc1cccc(NC(=O)CCSc2nc(C)cc(C)n2)c1
14: CCSc1nnc2c(n1)OC1(CCCC1)Nc1ccccc1-2
27: O=c1c2[nH]c3cccc(Cl)c3c2ncn1Cc1ccncc1
7: CCOC(=O)CCCOC(=O)c1ccc(S(=O)(=O)N(C)C)cc1
2: N#CC1(Cc2ccccc2)c2ccccc2C=CN1C(=O)c1ccccc1 (stereo not drawn)
31: CCCn1c(=NC(=O)c2ccc3c(c2)OCO3)c(C#N)cc2c(=O)n3cccc(C)c3nc21

compound no.,19,6,4,29,14,27,7,2,31
Plk1 PBD FP,8,6,-17,1,-12,8,-5,-6,·
ERa SRC1 pot,84,113,101,·,120,110,106,·,133
Rev-RRE block,8,4,0,2,7,-3,1,13,·
ERb SRC1 inh,-4,-6,-16,·,-1,9[fluorescence artefact?],9,·,4
Mac1 fbg inh,41,·,-11,3,-11,-1,·,-4,3
PLK1 inh,-3,-9,-10,-17,0,-10,-6,-18,·
CD11b adhes enh,-4,·,-4,-5,-5,-8,·,-4,-3
FAK inh,10,-2,-4,1,3,-4,-2,1,·
ERa coact inh,0,-10,-11,·,-9,10,9,·,4

# Additional entries
33: COc1ccc(C)cc1S(=O)(=O)N1CCN(S(=O)(=O)c2cc(C)ccc2OC)C(C)C1 (stereo not drawn)
34: COCc1nnc(NC(=O)CC(C)C)s1
35: O=C(Nc1cccn(Cc2ccccc2)c1=O)NC1CCCCC1
36: O=C1N=C(N2CCOCC2)S/C1=C/c1cccs1
37: CCN(c1ccccc1)S(=O)(=O)c1ccc(NCC2COc3ccccc3O2)nc1 (stereo not drawn)
38: CCOc1ccc(N(CC(=O)Nc2ccc(OC)cc2)S(C)(=O)=O)cc1
39: Cc1cc(NC(=O)COc2cccc(C)c2C)no1
40: COc1ccc(NC(=O)CN(C2CCCCC2)S(C)(=O)=O)cc1Cl

compound no.,33,34,35,36,37,38,39,40
Plk1 PBD FP,-17,-5,-26,-21,-4,-23,14,-8
ERa SRC1 pot,85,116,94,·,112[fluorescence artefact?],99,96[fluorescence artefact?],104
Rev-RRE block,5,1,0,3,6,2,7,7
ERb SRC1 inh,-7,-1,0,·,-2,-25,-5,-4
Mac1 fbg inh,-44,·,·,·,10,-9,-13,1
PLK1 inh,-13,-4,-9,-4,1,29,-5,-20
CD11b adhes enh,1,·,·,·,12,-3,4,-3
FAK inh,-2,0,-5,-3,-2,1,2,2
ERa coact inh,11,-10,-8,·,-5,-48,3,-12

41: c1ccc2c(c1)oc1c(NCc3ccc4c(c3)OCO4)ncnc12
42: COc1ccc(C(=O)Nc2nc3ccccc3[nH]2)cc1OC
43: CCN(CC)C(=O)CSc1nc(O)cc(=O)n1CC
44: CCCCCn1c(CNC(=O)COC)nc2ccccc21
45: O=C(CSc1nc2cc3ccccc3cc2[nH]1)Nc1ccc(F)cc1
46: CCOC(=O)/C=C1\SCC(=O)N1CC(=O)NC(C)C
47: Cc1cc(N2CCN(C)CC2)nc2ccc(NC(=O)c3ccc(Br)o3)cc12
48: O=C(OCC#CCSc1nnc(-c2ccncc2)o1)c1sc2ccccc2c1Cl

compound no.,41,42,43,44,45,46,47,48
Plk1 PBD FP,·,-2,-5,·,5,8,·,0
ERa SRC1 pot,378*[fluorescence artefact?],125,122,113,80,·,100,125
Rev-RRE block,·,-3,6,·,10,9,·,7
ERb SRC1 inh,-5,-2,-1,-4,1,·,12[fluorescence artefact?],3[fluorescence artefact?]
Mac1 fbg inh,39,·,-2,-6,-15,-1,-9,15
PLK1 inh,·,-6,-8,·,-7,8,·,-55
CD11b adhes enh,-7,·,-3,1,3,1,-3,-1
FAK inh,·,4,-4,·,2,2,·,-3
ERa coact inh,-3,2,-4,-6,5,·,9,0

49: Cc1cc(=O)oc2cc(OCC(=O)N3CCc4ccccc4C3)ccc12
50: Cn1cnnc1SCC(=O)c1cc2ccccc2oc1=O
51: O=C(O)c1cccc(Cn2cc(Br)cn2)c1
52: CC1CCCC(C)N1C(=O)CN1CCN(c2nc(-c3ccc(F)cc3)cs2)CC1 (stereo not drawn)
53: Cc1cc(C)c2c(c1)/C(=N/NS(=O)(=O)c1ccc(Br)cc1)CCC2
54: CCCC(=O)Nc1cc(C)c(NC(=O)c2ccccn2)cn1
55: CC(C)c1nc(-c2ccccc2)c(-c2ccccc2)[nH]1
56: CCc1nn2c(=O)cc(N3CCN(c4cc(C)nc5ccccc45)CC3)nc2s1
57: Cc1ccccc1NS(=O)(=O)c1ccc(C2CNC(=O)C2)cc1 (stereo not drawn)
58: O=C(Nc1ccc(F)cc1)C1CCN(c2nnnn2-c2ccccc2)CC1

compound no.,49,50,51,52,53,54,55,56,57,58
Plk1 PBD FP,-4,-8,-17,-1,-5,22,2,19,-20,22
ERa SRC1 pot,104,88,106,108,·,119,100,115,110,135
Rev-RRE block,3,10,3,-7,18,0,0,8,5,-2
ERb SRC1 inh,6,15,1,-4,·,1[fluorescence artefact?],3,-8,-15,-3
Mac1 fbg inh,-24,5,-1,58,5,8,-4,-6,10,8
PLK1 inh,-10,-6,-13,-4,-9,-7,-11,-8,-16,-4
CD11b adhes enh,0,-1,0,2,-4,2,-2,-1,3,-4
FAK inh,-1,-1,8,-3,1,0,1,5,-1,-2
ERa coact inh,7,24,0,-3,·,-4,-6,11,-25,-7
